Bioassay records deposited in PubChem by Sanford-Burnham Center for Chemical Genomics.
UPR CHOP act: activators of apoptotic CHOP UPR arm, primary screen, cell-based, CHO-CHOP luciferase reporter, luminescence, uHTS; UPR activation; percent of tunicamycin response over DMSO baseline; activation, % at 10 µM; 0.34% of 330,000 active; AID 449763, 2010;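 active = at 10 µM dose, activation of 40% or more, normalized to positive control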;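 note: 100% = tunicamycin at 10 µg/mL and 0% = DMSO alone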
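System: CHO-CHOP luciferase reporter cell line; amount: 500 cells/well; buffer or medium: F12 medium containing 10% fetal bovine serum; incubation: 6 h compound exposure at 37 °C after overnight seeding; measured by: luciferase luminescence after 10 min with Steady-Glo reagent; evaluation: % reporter activation, DMSO baseline versus tunicamycin full activation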
Mdm2 MdmX PPI: inhibitors of human Mdm2-MdmX association, primary screen, cell-based, luminescence, split luciferase, SaOS-2, uHTS; Protein Mdm4 (Homo sapiens) + E3 ubiquitin-protein ligase Mdm2 (Homo sapiens), …; SaOS-2 split-luciferase Mdm2/MdmX complementation; inhibition, % at 8 µM; 3% of 330,000 active; AID 485346, 2010;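 active = inhibition of at least 50% at 8 µM in the primary screen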
UPR XBP1 act: activators of adaptive XBP1 UPR arm, primary screen, cell-based, CHO-XBP1 luciferase reporter, luminescence, uHTS. IRE1-XBP1 UPR activation; percent of tunicamycin response, DMSO as zero. activation, % at 20 µM. 0.33% of 330,000 active. AID 463104, 2010;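 active = versus positive control, 20 µM dose yields 30% or more activation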;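 note: 100% = tunicamycin at 10 µg/mL and 0% = DMSO only wells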
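Material: CHO cell line with stable XBP1 luciferase reporter; schedule: 16-18 h cell attachment at 37 °C, then 6 h compound exposure; signal: glow luminescence from Steady-Glo reagent; medium: serum-containing F12 medium, 10% FBS; benchmarks: tunicamycin 10 µg/mL and vehicle-only wells; read-out: percent activation relative to tunicamycin reference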
Gli-Sufu antag: Gli-Sufu pathway antagonists, primary screen, luciferase luminescence, Sufu-KO-LIGHT cells, uHTS. inhibition, % at 5 µM. Sufu-KO-LIGHT fibroblasts, Gli luciferase reporter luminescence. 0.74% of 340,000 active;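 active = inhibition above about 55%, limit read from the data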;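 note: 0% = DMSO-treated cells and 100% = wells with medium but no cells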
697 NFkB inh: inhibitors of PMA/ionomycin-induced NF-kB reporter, 697 cells, primary screen, B-cell NF-kB inhibitor project, cell-based, luminescence, uHTS; 697 B-cell NF-kB luciferase reporter, 16 h; inhibition, % at 4 µM; 0.33% of 330,000 active; AID 435022, 2010; in the data active = inhibition above about 35%
CCR6 antag: CCR6 receptor antagonists, primary screen, cell-based, CHO-K1, luminescence, beta-arrestin, uHTS; C-C chemokine receptor type 6 (Homo sapiens), P51684; CHO-K1 CCR6 PathHunter beta-arrestin, CCL20-stimulated; inhibition, % at 20 µM; 0.49% of 340,000 active; AID 493098, 2011;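 active = compounds whose inhibition of the agonist-driven luminescence signal at 20 µM reaches about 50%, limit read from the data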;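 note: cells stimulated with CCL20 at 14 nM final; plate controls were DMSO with CCL20 for no effect and DMSO without agonist for full effect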
Target sequence (P51684 whole entry, looked up): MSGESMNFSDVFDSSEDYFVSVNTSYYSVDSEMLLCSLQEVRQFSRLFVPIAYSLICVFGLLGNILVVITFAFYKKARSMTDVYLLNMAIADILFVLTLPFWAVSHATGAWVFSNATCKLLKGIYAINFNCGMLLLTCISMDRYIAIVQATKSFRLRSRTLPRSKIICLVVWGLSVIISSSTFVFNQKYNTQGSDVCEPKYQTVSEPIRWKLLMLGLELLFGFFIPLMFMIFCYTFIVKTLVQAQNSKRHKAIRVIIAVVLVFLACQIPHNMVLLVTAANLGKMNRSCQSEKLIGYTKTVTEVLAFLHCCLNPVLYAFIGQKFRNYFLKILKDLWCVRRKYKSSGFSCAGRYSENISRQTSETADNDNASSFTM
Jurkat NFkB inh: inhibitors of induced NF-kB luciferase reporter, primary screen, TCR NF-kB activation inhibitor project, cell-based, luminescence, uHTS. Jurkat, PMA/ionomycin-induced NF-kB luciferase reporter. inhibition, % at 4 µM. 0.53% of 330,000 active. AID 435003, 2010; in the data active = inhibition above about 50%
CXCR6 inh: CXCR6 receptor inhibitors, primary screen, cell-based, beta-arrestin, luminescence, CHO-K1 PathHunter, 1536-well; C-X-C chemokine receptor type 6 (Homo sapiens), O00574; inhibition, % at 20 µM; 0.36% of 360,000 active; in the data active = inhibition above about 34%, passing the limit was not always enough;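 note: antagonist mode with CXCL16 agonist at 10 nM final; 0% = 10 nM CXCL16 with DMSO and 100% = unstimulated wells without agonist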
Target sequence (O00574 whole entry, looked up): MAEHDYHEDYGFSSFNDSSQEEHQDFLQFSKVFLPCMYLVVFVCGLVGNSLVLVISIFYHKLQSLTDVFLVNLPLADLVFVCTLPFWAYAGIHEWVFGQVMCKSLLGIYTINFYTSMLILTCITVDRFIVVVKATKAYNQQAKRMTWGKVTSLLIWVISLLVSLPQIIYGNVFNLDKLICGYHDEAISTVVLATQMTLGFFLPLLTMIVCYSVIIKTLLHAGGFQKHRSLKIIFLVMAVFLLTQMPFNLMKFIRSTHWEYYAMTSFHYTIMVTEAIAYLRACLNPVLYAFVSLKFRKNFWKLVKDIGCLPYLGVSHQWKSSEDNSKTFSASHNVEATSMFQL
EBI2 antag: EBI2 receptor antagonists, beta-arrestin recruitment, primary screen, cell-based, luminescence, 7a,25-OHC stimulation, uHTS. G-protein coupled receptor 183 (Homo sapiens), P32249. 7a,25-OHC stimulated. inhibition, % at 5 µM. 0.81% of 360,000 active. AID 651636, 2012; in the data active = inhibition above about 38%;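 note: enzyme fragment complementation signal reports receptor beta-arrestin coupling in cells; 0% = agonist plus DMSO wells and 100% = wells without agonist; some results beyond the cut were filed as inactive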
Target sequence (P32249 whole entry, looked up, the tested form may be a part): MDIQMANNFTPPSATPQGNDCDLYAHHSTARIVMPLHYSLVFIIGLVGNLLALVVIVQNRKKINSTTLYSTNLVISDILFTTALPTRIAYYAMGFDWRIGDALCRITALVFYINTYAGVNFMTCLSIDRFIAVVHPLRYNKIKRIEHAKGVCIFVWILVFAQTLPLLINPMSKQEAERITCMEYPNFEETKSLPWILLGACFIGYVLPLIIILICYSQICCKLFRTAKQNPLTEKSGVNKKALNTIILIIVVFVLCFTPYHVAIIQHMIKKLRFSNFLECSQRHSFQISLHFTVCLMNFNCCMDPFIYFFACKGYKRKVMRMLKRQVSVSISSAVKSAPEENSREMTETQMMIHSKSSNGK
Starred values were filed as active, the others as inactive.

How did Fc1cccc(Cn2cc(C(=S)N3CCOCC3)c3ccccc32)c1 do in these assays?
UPR CHOP act: -1.8; Mdm2 MdmX PPI: 13.9; UPR XBP1 act: -1.2; Gli-Sufu antag: 7.4; 697 NFkB inh: 8.6; CCR6 antag: 26.8; Jurkat NFkB inh: -7.4; CXCR6 inh: 6.8; EBI2 antag: -6.8

How did COc1ccc(N(CC(=O)N/N=C/c2ccccc2F)S(=O)(=O)c2ccccc2)cc1 do in these assays?
UPR CHOP act: 1.3; Mdm2 MdmX PPI: 3.8; UPR XBP1 act: -5.7; Gli-Sufu antag: 4.9; 697 NFkB inh: -6.6; CCR6 antag: 15.8; Jurkat NFkB inh: -10.9; CXCR6 inh: 4.6; EBI2 antag: 12.4

Results for CC1CN(C(=O)c2ccc3c(c2)OCO3)CC(C)O1 (stereo not drawn) ?
UPR CHOP act: -1.9; Mdm2 MdmX PPI: 24.2; UPR XBP1 act: -2.8; Gli-Sufu antag: 5.6; 697 NFkB inh: 12.4; CCR6 antag: 0.5; Jurkat NFkB inh: 14.3; CXCR6 inh: -7.8; EBI2 antag: 7.0

What do the screens show for `COC(=O)C(C)Sc1nc2c(c(-c3ccc(OC)cc3)c1C#N)-c1ccccc1C2=O` (stereo not drawn)?
UPR CHOP act: 3.1; Mdm2 MdmX PPI: 18.8; UPR XBP1 act: 2.6; Gli-Sufu antag: 8.4; 697 NFkB inh: -23.0; CCR6 antag: 17.5; Jurkat NFkB inh: -13.1; CXCR6 inh: 5.6; EBI2 antag: 14.5

How did O=C(CC1C[C@H](C(=O)N2CCOCC2)[C@@]2(CCC3CCCC3)c3[nH]c4ccccc4c3CCN2C1=O)NCc1cccc(C(F)(F)F)c1 (stereo partly drawn) do in these assays?
Gli-Sufu antag: 9.5; CCR6 antag: 4.8; CXCR6 inh: 11.4; EBI2 antag: 24.4

What do the screens show for `OCC[C@@H]1C[C@H](O)[C@@H](O)[C@@]2(CCc3ccccc3O2)O1`?
UPR CHOP act: -0.6; Mdm2 MdmX PPI: -0.3; UPR XBP1 act: -2.0; Gli-Sufu antag: -9.8; 697 NFkB inh: 0.7; CCR6 antag: 6.7; Jurkat NFkB inh: -2.1; CXCR6 inh: 13.4; EBI2 antag: -5.0

Results for COCCC(=O)Nc1ccc2c(c1)CN(C(=O)c1ccc(CSC)o1)CC2 ?
UPR CHOP act: 0.0; Mdm2 MdmX PPI: 5.1; UPR XBP1 act: -5.5; Gli-Sufu antag: 30.0; 697 NFkB inh: 1.4; CCR6 antag: -1.6; Jurkat NFkB inh: 6.7; CXCR6 inh: -4.1; EBI2 antag: -19.9

How did CCOc1ccccc1C1CC(=O)Nc2cc3c(cc21)OCO3 (stereo not drawn) do in these assays?
UPR CHOP act: -2.8; Mdm2 MdmX PPI: 39.5; UPR XBP1 act: 4.3; Gli-Sufu antag: 20.6; 697 NFkB inh: -0.7; CCR6 antag: 11.6; Jurkat NFkB inh: 63.1*; CXCR6 inh: -3.1; EBI2 antag: -1.7

What do the screens show for `O=C(CNC(=O)c1ccc(S(=O)(=O)N2CCCC2)cc1)N/N=C/c1ccccc1Cl`?
UPR CHOP act: -0.3; Mdm2 MdmX PPI: -6.7; UPR XBP1 act: -0.5; Gli-Sufu antag: 13.9; 697 NFkB inh: -3.1; CCR6 antag: 11.4; Jurkat NFkB inh: -10.8; CXCR6 inh: -4.3; EBI2 antag: 29.9

How did Cc1c(N=C/C=C/c2ccccc2)cnn1C do in these assays?
UPR CHOP act: -0.2; Mdm2 MdmX PPI: 7.5; UPR XBP1 act: 0.3; Gli-Sufu antag: -0.2; 697 NFkB inh: 2.8; CCR6 antag: -10.1; Jurkat NFkB inh: -7.7; CXCR6 inh: 2.0; EBI2 antag: -10.8

How did COc1cc(CC(=O)NNC(=O)c2cccs2)cc(OC)c1OC do in these assays?
UPR CHOP act: -1.2; Mdm2 MdmX PPI: 28.8; UPR XBP1 act: 0.4; Gli-Sufu antag: 4.3; 697 NFkB inh: 6.9; CCR6 antag: -4.9; Jurkat NFkB inh: -0.4; CXCR6 inh: 3.0; EBI2 antag: -10.0

How did CCc1ccc(CNCc2cccs2)cc1 do in these assays?
UPR CHOP act: 3.8; Mdm2 MdmX PPI: 7.3; UPR XBP1 act: -0.6; Gli-Sufu antag: -7.7; 697 NFkB inh: -2.1; CCR6 antag: -4.5; Jurkat NFkB inh: -28.7; CXCR6 inh: -2.2; EBI2 antag: -3.5

What do the screens show for `C=CCn1c(=O)c2ccccc2n2c(SCC(=O)c3ccccc3)nnc12`?
UPR CHOP act: 2.2; Mdm2 MdmX PPI: 8.4; UPR XBP1 act: -0.2; Gli-Sufu antag: -1.7; 697 NFkB inh: 2.5; CCR6 antag: 6.2; Jurkat NFkB inh: -17.0; CXCR6 inh: -5.7; EBI2 antag: 2.4

What do the screens show for `O=C(CNC(=O)c1ccccc1)OCc1cccc([N+](=O)[O-])c1`?
UPR CHOP act: -1.6; Mdm2 MdmX PPI: -6.8; UPR XBP1 act: 11.5; Gli-Sufu antag: 0.1; 697 NFkB inh: 2.4; CCR6 antag: 14.3; Jurkat NFkB inh: -9.2; CXCR6 inh: 0.3; EBI2 antag: -9.0

What do the screens show for `CCOC(=O)CNc1nc(Oc2ccc(=O)n(C)n2)nc(N(CC)CC)n1`?
UPR CHOP act: -0.9; Mdm2 MdmX PPI: 3.3; UPR XBP1 act: 0.3; Gli-Sufu antag: 0.7; 697 NFkB inh: 15.5; CCR6 antag: 16.2; Jurkat NFkB inh: 6.3; CXCR6 inh: -3.1; EBI2 antag: 6.0

Taken from above, 2 compounds:
How did Cc1c(N=C/C=C/c2ccccc2)cnn1C do in these assays?
UPR CHOP act: -0.2; Mdm2 MdmX PPI: 7.5; UPR XBP1 act: 0.3; Gli-Sufu antag: -0.2; 697 NFkB inh: 2.8; CCR6 antag: -10.1; Jurkat NFkB inh: -7.7; CXCR6 inh: 2.0; EBI2 antag: -10.8

How did COc1cc(CC(=O)NNC(=O)c2cccs2)cc(OC)c1OC do in these assays?
UPR CHOP act: -1.2; Mdm2 MdmX PPI: 28.8; UPR XBP1 act: 0.4; Gli-Sufu antag: 4.3; 697 NFkB inh: 6.9; CCR6 antag: -4.9; Jurkat NFkB inh: -0.4; CXCR6 inh: 3.0; EBI2 antag: -10.0

The list goes on.
How did CCOCCCNC(=O)C1CC(=O)N(CCc2ccc(C)cc2)C1 (stereo not drawn) do in these assays?
UPR CHOP act: -0.9; Mdm2 MdmX PPI: 10.3; UPR XBP1 act: 2.5; Gli-Sufu antag: 17.5; 697 NFkB inh: 5.6; CCR6 antag: 6.0; Jurkat NFkB inh: -4.8; CXCR6 inh: 3.4; EBI2 antag: 5.1

How did c1ccc(C2CC(c3cccs3)Nc3nnnn32)cc1 (stereo not drawn) do in these assays?
UPR CHOP act: -0.7; Mdm2 MdmX PPI: -5.4; UPR XBP1 act: -2.7; Gli-Sufu antag: 1.9; 697 NFkB inh: 21.5; CCR6 antag: -0.7; Jurkat NFkB inh: 7.1; CXCR6 inh: 10.1; EBI2 antag: 2.1

What do the screens show for `CCn1c(=O)[nH]c(=O)c2c(N)c(C(=O)c3ccccc3OC)sc21`?
UPR CHOP act: 0.7; Mdm2 MdmX PPI: 17.2; UPR XBP1 act: 2.5; Gli-Sufu antag: 0.3; 697 NFkB inh: 21.0; CCR6 antag: -4.9; Jurkat NFkB inh: -0.5; CXCR6 inh: 3.1; EBI2 antag: -1.0

What do the screens show for `CC(C)(C)OC(=O)N1CCC(Cc2cc(-c3ccc(Cl)cc3)no2)(C(=O)O)CC1`?
UPR CHOP act: -0.7; Mdm2 MdmX PPI: 23.9; UPR XBP1 act: 1.7; Gli-Sufu antag: -3.9; 697 NFkB inh: 16.0; CCR6 antag: -0.9; Jurkat NFkB inh: -4.4; CXCR6 inh: 7.0; EBI2 antag: -1.1

How did COc1ccc(NC(=O)CN(C)C(=O)c2cc(-c3ccc(OC)cc3)nc3ccccc23)cc1 do in these assays?
UPR CHOP act: 1.7; Mdm2 MdmX PPI: 9.2; UPR XBP1 act: 2.6; Gli-Sufu antag: 1.4; 697 NFkB inh: 15.2; CCR6 antag: 6.7; Jurkat NFkB inh: -4.3; CXCR6 inh: -0.6; EBI2 antag: 1.5

What do the screens show for `c1ccc(CN2CCN(C3=Nc4cccc5cccc3c45)CC2)cc1`?
UPR CHOP act: 2.5; Mdm2 MdmX PPI: -12.5; UPR XBP1 act: 4.0; Gli-Sufu antag: -3.5; 697 NFkB inh: -31.6; CCR6 antag: 10.7; Jurkat NFkB inh: -1.3; CXCR6 inh: 5.1; EBI2 antag: 15.6

Results for CCN1C(=O)c2cccc3c(S(=O)(=O)N4CCCC4C(=O)O)ccc1c23 (stereo not drawn) ?
UPR CHOP act: -1.3; Mdm2 MdmX PPI: 24.4; UPR XBP1 act: 2.4; Gli-Sufu antag: 20.3; 697 NFkB inh: 18.9; CCR6 antag: 7.0; Jurkat NFkB inh: 15.2; CXCR6 inh: 6.6; EBI2 antag: -6.0

How did NS(=O)(=O)c1cc(C(=O)OCC(=O)N2CCc3ccccc3C2)ccc1Cl do in these assays?
UPR CHOP act: 0.5; Mdm2 MdmX PPI: -33.3; UPR XBP1 act: 3.3; Gli-Sufu antag: 27.6; 697 NFkB inh: -4.5; CCR6 antag: 11.1; Jurkat NFkB inh: -15.6; CXCR6 inh: -3.9; EBI2 antag: -1.2

Results for CCCC(=O)N1CCN(c2ccc(NC(=O)c3ccccc3)cc2)CC1 ?
UPR CHOP act: 0.0; Mdm2 MdmX PPI: -29.1; UPR XBP1 act: 2.2; Gli-Sufu antag: -33.5; 697 NFkB inh: -27.2; CCR6 antag: 5.8; Jurkat NFkB inh: -5.0; CXCR6 inh: -11.4; EBI2 antag: 3.3

Results for CC(=O)N1CCN(C(=S)c2ccc([N+](=O)[O-])cc2)CC1 ?
UPR CHOP act: 1.3; Mdm2 MdmX PPI: 21.7; UPR XBP1 act: -0.1; Gli-Sufu antag: 2.1; 697 NFkB inh: -1.3; CCR6 antag: -8.6; Jurkat NFkB inh: 2.8; CXCR6 inh: 5.2; EBI2 antag: -7.6

What do the screens show for `O=S(=O)(NCCC1=CCCCC1)c1ccc(F)cc1`?
UPR CHOP act: 0.7; Mdm2 MdmX PPI: 21.8; UPR XBP1 act: -4.7; Gli-Sufu antag: 6.8; 697 NFkB inh: 6.4; CCR6 antag: 3.7; Jurkat NFkB inh: 9.0; CXCR6 inh: -1.8; EBI2 antag: -1.8
